Yeast superoxide: reduction of superoxide in aged yeast, primary screen, HTS | S. cerevisiae aged cells, superoxide DHE fluorescence; active compounds read low | superoxide response (% of plate mean), % at 10 µM | 0.18% of 330,000 active;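 active = superoxide response under a set limit, about three screen SD below normal, cut at about 65% in these data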;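 note: yeast aged for seven days with compound at 30 °C before DHE staining; 100% = average MFI of all compound-treated wells on the plate with controls excluded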
CIT2-GFP yeast: modulators of CIT2-GFP expression in yeast, primary screen, S. cerevisiae, GFP fusion, multiplex flow cytometry, MLPCN library. 0.065% of 320,000 active. GFP response vs DMSO, % at 10 µM. S. cerevisiae CIT2-GFP strain, 3 h; 100 means same as DMSO wells. AID 2029, 2009;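 active = GFP response relative to DMSO above a set limit, near the screen mean plus 3 SD, cut at about 150% in these data; inconclusive = Fewer than 70 cells measured for a yeast strain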;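 note: ratio of well median GFP fluorescence to mean of DMSO wells on the plate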
Efflux pump mplx: inhibitors of Candida efflux pumps in yeast, primary screen, S. cerevisiae, Nile Red, multiplex; S. cerevisiae Candida pump triplex; inhibition, % at 10 µM; 0.44% of 330,000 active;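 active = plate passing quality check with inhibition over a set limit, or well fluorescence over plate mean plus 4 SD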;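 note: Nile Red retained in pooled yeast measured as flow cytometry median fluorescence; 0% = buffer negative control and 100% = Enniatin B positive control; higher means more Nile Red kept so more efflux inhibition; some compounds called inactive have numbers as strong as hits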
RPL19A TOR yeast: RPL19A-GFP expression modulators in yeast, primary screen, cell-based, S. cerevisiae, multiplex flow cytometry, MLPCN. 0.3% of 330,000 active. S. cerevisiae RPL19A-GFP strain, 3 h; active compounds read low. percent response vs DMSO, % at 10 µM;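 active = percent response vs DMSO below 50%; inconclusive = fewer than 70 events counted for the yeast strain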;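 note: median channel GFP fluorescence of the barcoded RPL19A-GFP strain; ratio of sample median GFP to plate DMSO average so 100% = DMSO; lower means less RPL19A-GFP as with rapamycin TOR inhibition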
AHR act: AHR activators, primary screen, cell-based, luminescence, luciferase reporter, human. AHR-responsive luciferase reporter cells. activation, % at 5 µM. 2.5% of 320,000 active. AID 2796, 2010; in the data active = activation above about 47%;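 note: 0% = vehicle wells and 100% = reference agonist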
Target sequence (P35869 whole entry, looked up): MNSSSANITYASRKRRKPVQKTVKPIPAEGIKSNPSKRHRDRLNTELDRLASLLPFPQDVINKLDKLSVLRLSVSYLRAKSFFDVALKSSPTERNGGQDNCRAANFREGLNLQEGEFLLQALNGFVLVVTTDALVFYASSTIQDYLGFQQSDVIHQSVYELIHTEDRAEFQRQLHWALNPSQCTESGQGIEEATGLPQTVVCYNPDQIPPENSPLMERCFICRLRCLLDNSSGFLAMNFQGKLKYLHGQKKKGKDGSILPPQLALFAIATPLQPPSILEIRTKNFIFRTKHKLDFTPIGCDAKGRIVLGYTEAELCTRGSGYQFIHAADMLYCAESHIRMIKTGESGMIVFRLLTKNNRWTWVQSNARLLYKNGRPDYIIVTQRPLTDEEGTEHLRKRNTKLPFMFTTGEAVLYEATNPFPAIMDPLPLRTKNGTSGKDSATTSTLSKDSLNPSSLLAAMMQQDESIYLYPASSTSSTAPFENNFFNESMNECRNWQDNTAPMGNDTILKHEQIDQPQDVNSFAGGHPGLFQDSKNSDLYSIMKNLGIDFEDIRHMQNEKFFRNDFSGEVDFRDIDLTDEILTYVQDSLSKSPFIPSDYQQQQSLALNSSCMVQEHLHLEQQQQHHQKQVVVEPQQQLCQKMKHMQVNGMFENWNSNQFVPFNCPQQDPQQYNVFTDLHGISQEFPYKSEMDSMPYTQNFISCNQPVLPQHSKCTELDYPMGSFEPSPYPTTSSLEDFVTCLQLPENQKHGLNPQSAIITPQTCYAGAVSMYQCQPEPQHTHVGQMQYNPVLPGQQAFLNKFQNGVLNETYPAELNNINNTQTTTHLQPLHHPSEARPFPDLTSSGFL
MEP2 TOR yeast: modulators of MEP2-GFP levels in yeast, primary screen, S. cerevisiae, multiplex flow cytometry, MLPCN library; 0.51% of 330,000 active; S. cerevisiae MEP2-GFP strain, 3 h; 100% = DMSO control level; AID 2016, 2009; GFP response vs DMSO, % at 10 µM;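 active = GFP response versus DMSO above a set limit, roughly screen mean plus 3 SD, cut at about 180% in these data; inconclusive = fewer than 70 cells counted for a yeast strain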;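 note: median GFP fluorescence of the barcode-gated MEP2-GFP cells per well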
LAP4-GFP MLPCN: modulators of LAP4-GFP expression in yeast, primary screen, S. cerevisiae, multiplex flow cytometry, MLPCN library; GFP response vs DMSO, % at 10 µM; AID 2023, 2009; 0.34% of 320,000 active; 3 h; median GFP as percent of DMSO wells;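 active = GFP response vs DMSO above a set limit, about the screen mean plus 3 SD, cut at about 150% in these data; inconclusive = under 70 cell events counted for the yeast strain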
AGP1-GFP MLPCN: modulators of AGP1-GFP expression in yeast TOR pathway, primary screen, cell-based, multiplex flow cytometry, S. cerevisiae, MLPCN library; 3 h; GFP as percent of DMSO wells; 0.02% of 320,000 active; GFP response vs DMSO, % at 10 µM;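 active = GFP response relative to DMSO above a set limit, near screen average plus 3 SD, cut at about 150% in these data; inconclusive = fewer than 70 cells counted for the yeast strain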;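 note: median GFP channel fluorescence of the gated AGP1 strain per well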
* hit, by the source's call; ? = inconclusive; · = not tested or not shown.

The opening two entries, ahead of the listing:
SMILES	Yeast superoxide	CIT2-GFP yeast	Efflux pump mplx	RPL19A TOR yeast	AHR act	MEP2 TOR yeast	LAP4-GFP MLPCN	AGP1-GFP MLPCN
COC(=O)c1ccc(C(=O)OC)c(NC(=S)N2CCC(C(N)=O)CC2)c1	86.4	103.8	-0.2	96.5	-0.3	88.4	96.3	102.0
O=C(CNCc1ccccc1)NCCCN1CCCC1=O	89.7	101.6	-0.1	106.1	-0.1	106.2	94.7	101.2

The listing, from the first entry:
SMILES	Yeast superoxide	CIT2-GFP yeast	Efflux pump mplx	RPL19A TOR yeast	AHR act	MEP2 TOR yeast	LAP4-GFP MLPCN	AGP1-GFP MLPCN
COC(=O)c1ccc(C(=O)OC)c(NC(=S)N2CCC(C(N)=O)CC2)c1	86.4	103.8	-0.2	96.5	-0.3	88.4	96.3	102.0
O=C(CNCc1ccccc1)NCCCN1CCCC1=O	89.7	101.6	-0.1	106.1	-0.1	106.2	94.7	101.2
Cc1cccc(N2CCN(C(=O)CNC(=O)Cc3ccccc3)CC2)c1C	102.2	85.2	0.0	97.6	1.0	96.0	95.2	84.2
Cc1ccc(NS(=O)(=O)c2cc(-c3n[nH]c(=O)c4ccccc34)ccc2C)cc1	98.1	108.0	-0.1	115.2	27.7	103.0	92.3	106.5
Clc1ccc2nnc(Cl)n2n1	102.8	94.6	0.2	101.9	-0.2	96.0	111.1	104.9
CCOc1ccc(NS(=O)(=O)c2c(C)nc3sc(CC)nn3c2=O)cc1	103.0	104.5	-0.2	103.4	0.3	109.0	100.6	104.3
O=C(NC1CCCc2c1cnn2-c1ccccc1F)c1ccccn1 (configuration not stated)	87.8	107.2	-0.1	110.2	14.7	104.0	114.1	112.1
CCCC(=O)NNC(=O)CC(=O)Nc1ccccc1C(=O)O	96.1	93.9	0.0	98.5	-0.5	101.7	108.2	103.8
COc1ccccc1CNC(=O)c1ccc2c(=O)n(CC3CCCO3)c(=S)[nH]c2c1 (configuration not stated)	112.2	103.3	-0.2	100.4	-5.6	109.8	100.2	98.3
COc1ccc(N2CCN(c3oc(COc4ccccc4)nc3C#N)CC2)cc1	93.0	85.8	-0.1	85.2	0.6	116.6	103.5	76.7
CN1CCc2c(sc3nc(NN)n(Cc4ccccc4)c(=O)c23)C1	83.4	101.2	0.0	93.7	-1.4	95.8	102.5	103.4
O=C(COc1ccc2c(c1)OCO2)Nc1ccc2c(c1)oc1ccccc12	117.7	97.3	0.1	104.0	8.0	125.4	113.3	99.7
CCCCCCOC(=O)C(C#N)c1nc2ccccc2nc1N1CCN(C)CC1 (configuration not stated)	104.0	97.3	-0.4	98.3	3.5	110.0	98.2	107.6
O=C(Cn1nc2n(c1=O)-c1ccccc1SC2)N/N=C/c1ccncc1	91.6	106.0	-0.1	101.5	6.0	105.9	105.5	108.2
COc1cc(OC)c(C2N(C)c3ccccc3N2C)cc1OC	99.0	103.5	0.0	101.5	-2.1	104.3	99.2	105.7
CC(=O)OC(C(=O)NC1CCCCC1)c1ccccc1 (configuration not stated)	94.0	99.3	-0.1	99.3	-0.5	102.0	96.5	102.1
Cc1ccc(NC(=O)C2CCN(S(=O)(=O)c3ccc4c(c3)CC(C)N4C(=O)C3CCC3)CC2)nc1 (configuration not stated)	97.4	96.0	-0.1	90.0	-0.6	90.0	93.8	101.2
CCOC(=O)c1ccc(NC(=O)Oc2cc(C)c(Cl)cc2C(C)C)cc1	91.7	93.1	0.2	99.1	-1.4	101.3	112.2	99.6
CCN(CC)c1ccc(/C=N/NC(=O)Cc2ccc(OC)c(OC)c2)cc1	114.7	127.1	0.0	103.4	10.6	102.7	119.5	128.2
CC(=O)N1CCC(C(=O)c2ccc(Cl)cc2)CC1	98.3	94.8	-0.1	92.8	-3.7	97.7	89.3	94.8
O=C(Nc1ccc(Oc2ccc(S(=O)(=O)N3CCOCC3)cn2)cc1)c1ccco1	95.5	105.5	-0.3	94.6	2.5	96.9	95.9	·
CCOc1cc(S(=O)(=O)N(CC)CC)ccc1F	97.9	103.3	0.0	104.8	2.3	105.3	119.4	·
Cc1nc(S(=O)(=O)N2CCOCC2)c(C#N)c(C)c1Cl	137.5	104.3	-0.1	109.0	0.8	155.5	101.0	99.8
Cc1ccc(C)c2[nH]c(=O)c(CN(Cc3ccc4c(c3)OCO4)Cc3nnnn3Cc3ccco3)cc12	98.8	97.6	-0.1	95.7	21.0	100.5	99.2	98.9
OCCNc1nc(Nc2ccc(O)cc2)nc2ccccc12	110.6	95.0	0.1	96.7	2.5	100.7	102.1	101.4
Cc1ccc2nc3c(cc(C(=O)NC4CCCC4)c(=N)n3CCCn3ccnc3)c(=O)n2c1	91.6	?	0.0	?	0.2	?	?	?
CCOP(=O)(O)c1cccc(OCCOCCOc2cccc(P(=O)(O)OCC)c2)c1	95.3	105.6	0.0	105.1	0.3	107.6	100.8	112.2
COc1ccc(OC)c(NC2=C(Cl)C(=O)N(Cc3ccccc3)C2=O)c1	125.5	97.7	0.0	97.4	2.6	97.0	94.5	95.5
CCCCC(=O)c1ccc(O)cc1O	99.5	92.5	0.1	101.6	0.1	100.5	95.1	94.0
CCOC(=O)CNC(=O)CSc1nccn1Cc1ccco1	92.0	100.7	0.0	94.3	0.4	94.8	109.9	110.4
O=C(Cn1cnc2cc([N+](=O)[O-])ccc2c1=O)Nc1ccc(N2CCOCC2)cc1	105.9	93.2	0.6	92.7	3.0	94.9	98.5	98.1
CN(CC(=O)Nc1ccccc1C(=O)N1CCCC1)S(=O)(=O)c1ccc(Cl)cc1	79.5	101.6	0.0	100.7	-1.4	103.7	114.6	105.1
COc1cccc(CN2CCNC(=O)C2CC(=O)N(C)C2CCCCC2)c1 (configuration not stated)	104.9	101.3	0.1	103.5	0.0	105.9	102.5	106.8
Cc1ccc(-c2onc(C)c2C)cc1S(=O)(=O)N1CCOc2ccccc21	114.0	90.4	0.0	94.6	2.8	92.3	86.0	90.5
O=c1oc(-c2cccc([N+](=O)[O-])c2)nc2ccccc12	100.6	104.8	-0.2	103.0	2.7	101.8	87.8	89.0
Cc1cc(C)c2c(N)c(C(=O)c3ccccc3Cl)sc2n1	105.9	88.7	0.0	97.6	9.4	100.8	109.1	103.7
CC(=O)OC1CC2(C)/C(=N\O)CCC2C2CCc3cc(O)ccc3C12 (configuration not stated)	100.6	99.1	0.0	102.2	·	104.8	81.6	97.6
Cc1c(C)n(C)c2ccc(C(=O)NCCCN3CCN(C)CC3)cc12	99.2	105.1	-0.1	99.8	0.7	100.9	99.0	110.1
CC1=C(C(=O)OCCBr)C(c2cccc3ccccc23)NC(=O)N1 (configuration not stated)	100.0	95.9	-0.1	103.3	3.0	100.8	107.9	99.0
CSc1ccccc1NC(=O)COC(=O)c1ccc(O)cc1	108.7	90.4	0.0	88.9	19.2	91.3	99.1	95.3
COC(=O)C1=NNCC12CC(=O)N(c1ccc(Br)cc1)C2=O (configuration not stated)	95.5	95.2	0.0	100.7	-4.4	100.8	103.1	101.7
CC(Sc1ccsc1[N+](=O)[O-])C(=O)NCc1ccccc1 (configuration not stated)	132.5	100.6	0.1	103.2	0.4	106.8	91.3	99.1
O=C1NCCOC(=O)[C@H](Cc2ccc(F)cc2)CC/C=C/C[C@@H]1CC(=O)N(CCO)Cc1ccccc1	90.2	88.5	0.1	99.0	-0.5	95.4	99.0	100.9
COc1ccc(CCNC(=O)CN(c2cccc([N+](=O)[O-])c2)S(C)(=O)=O)cc1OC	107.6	90.6	-0.1	95.2	-0.3	89.2	102.0	91.3
CC(C)c1c(C(=O)N/N=C2\CCc3ccccc32)nnn1-c1nonc1N	92.5	125.5	0.0	114.9	4.5	121.5	117.7	113.8
CCCCN(CC)S(=O)(=O)c1ccc(C(=O)N(CCCN(C)C)c2nc3cc(C)cc(C)c3s2)cc1	127.5	103.9	0.0	114.5	5.7	109.0	97.0	104.1
Cn1nc(C(F)(F)F)cc1C(=O)Nc1ccc(-c2ccno2)cc1	116.9	95.5	0.2	99.4	-2.7	107.0	107.1	92.5
O=C1c2ccccc2CSc2c(O)cccc21	98.4	100.3	0.0	97.3	4.7	110.9	121.9	97.2
Cc1ccc2cc(CCNC(=O)c3c(-c4ccccc4Cl)noc3C)c(=O)[nH]c2c1	85.5	104.6	-0.1	97.2	9.1	100.6	96.7	100.5
Cc1cc(O)c(/C=N/Nc2ccccc2)c(=O)o1	100.0	118.2	-0.1	102.8	10.7	104.9	94.5	94.1
NS(=O)(=O)c1ccc(CCNC(=O)COC(=O)CCN2C(=O)C3CC=CCC3C2=O)cc1 (configuration not stated)	122.5	93.2	-0.1	96.2	1.1	94.4	100.8	102.7
Cn1ccnc1-c1nnn(-c2ccc(Cl)c(Cl)c2)n1	94.2	101.9	-0.1	102.0	15.5	101.4	97.8	110.6
Cc1ccsc1C(=O)NN=C1CCCCCC1	93.6	99.0	0.0	105.6	9.0	96.8	79.4	91.5
Cc1cc(=O)oc2c(C)c(OCC(=O)N3CCN(c4cccc(Cl)c4)CC3)ccc12	121.7	102.4	0.1	102.2	-3.3	104.9	94.0	98.3
Cc1cc(Br)cc(Cl)c1OCC(=O)NC(=O)NCc1ccccc1	106.9	107.5	0.0	102.5	-1.8	105.4	96.3	108.5
COc1ccccc1-c1ccc(SCC(=O)N2CCOCC2)nn1	92.5	116.0	0.0	107.0	3.7	114.1	114.6	114.8
O=C(Nc1nnc(-c2cccnc2)s1)c1cccs1	89.8	91.1	0.0	100.7	14.9	89.6	86.3	97.6
Cc1cc(C(=O)NCCC2=CCCCC2)ccc1[N+](=O)[O-]	102.9	79.0	0.4	96.5	1.9	93.8	109.2	92.5
Cc1ccc(C2=Nn3c(COc4ccc(Cl)cc4)nnc3SC2CC(=O)O)cc1 (configuration not stated)	113.7	97.9	0.5	101.4	0.4	102.9	96.5	103.5
Clc1ccccc1-c1ncnc2ccc(Br)cc12	95.1	102.2	-0.1	101.8	1.5	99.0	107.8	106.5

Record cards (already shown). Order of values: Yeast superoxide, CIT2-GFP yeast, Efflux pump mplx, RPL19A TOR yeast, AHR act, MEP2 TOR yeast, LAP4-GFP MLPCN, AGP1-GFP MLPCN
O=C(Nc1nnc(-c2cccnc2)s1)c1cccs1 is entered as 89.8, 91.1, 0.0, 100.7, 14.9, 89.6, 86.3, 97.6
COc1ccccc1-c1ccc(SCC(=O)N2CCOCC2)nn1 is entered as 92.5, 116.0, 0.0, 107.0, 3.7, 114.1, 114.6, 114.8

The list continues:
SMILES	Yeast superoxide	CIT2-GFP yeast	Efflux pump mplx	RPL19A TOR yeast	AHR act	MEP2 TOR yeast	LAP4-GFP MLPCN	AGP1-GFP MLPCN
O=C(Nc1ccc(S(=O)(=O)N2CCCC2)cc1)c1ccc([N+](=O)[O-])cc1	94.5	95.9	0.0	99.0	-1.3	99.6	92.2	97.8
CCOC(=O)N1CCC(NC(=O)c2cc(S(=O)(=O)NCCc3ccccc3)ccc2F)CC1	95.4	107.7	0.1	103.8	-0.7	104.3	96.1	101.3
NC(N)=NS(=O)(=O)c1ccc(N=C2C(=O)Nc3ccccc32)cc1	102.8	100.4	0.8	104.2	5.5	102.7	92.7	97.0
COc1cc2c3nnc(-c4ccc(F)cc4)c-3cn(Cc3ccc(C)cc3)c2cc1OC	98.2	98.7	0.2	100.7	13.1	107.9	105.3	106.7
OC[C@H]1O[C@@H](n2cnc3c(NC4CCCC4)nc(Cl)nc32)[C@H](O)[C@@H]1O	94.8	87.5	-0.1	97.8	2.9	91.7	107.3	87.9
O=S(=O)(NCc1ccccc1Cl)c1cccs1	92.5	97.8	0.0	97.1	0.3	104.7	98.4	92.8
